Compound activity deposited in PubChem BioAssay by several laboratories.
M18AAP inhibitor – blocks P. falciparum M18 aspartyl aminopeptidase; recombinant PfM18AAP, H-Glu-NHMec fluorogenic cleavage; inhibition, % at 7.35 µM; hit rate 1.2% among 290,000; AID 1822;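 active = inhibition above the campaign mean inhibition over all tested compounds plus 3 SD, cut at about 28% in these data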;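 also: 0% = plate median of test compound wells and 100% = 2 mM ZnCl2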
MEKK2 WT-MEK5 – raises or lowers MEK5 binding to wildtype human MEKK2 PB1 domain | AID 1531 | Q9Y2U5 | hit rate 1.1% among 290,000 | bead flow cytometry, Alexa488-MEK5 binding to MEKK2 WT; actives lie on both sides | binding response (% of control), % at 10 µM; in the data active = binding response below about 67% or above about 130%
OXTR potentiator – potentiates the human oxytocin receptor response. P30559. activation, % at 3 µM. hit rate 0.061% among 320,000. AID 2445. CHO-OTR cells, Fluo-8 calcium fluorescence, potentiator mode; 0% = oxytocin EC15, 100% = EC100;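 active = activation above that plate's cutoff, the mean activation of tested compounds plus 3 SD, cut at about 6.6% in these data, passing the limit was not always enough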;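 also: 100% uses oxytocin at 75 nM as the full agonist control; some results filed as inactive read as strong as hits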
Target sequence (P30559 whole entry, looked up): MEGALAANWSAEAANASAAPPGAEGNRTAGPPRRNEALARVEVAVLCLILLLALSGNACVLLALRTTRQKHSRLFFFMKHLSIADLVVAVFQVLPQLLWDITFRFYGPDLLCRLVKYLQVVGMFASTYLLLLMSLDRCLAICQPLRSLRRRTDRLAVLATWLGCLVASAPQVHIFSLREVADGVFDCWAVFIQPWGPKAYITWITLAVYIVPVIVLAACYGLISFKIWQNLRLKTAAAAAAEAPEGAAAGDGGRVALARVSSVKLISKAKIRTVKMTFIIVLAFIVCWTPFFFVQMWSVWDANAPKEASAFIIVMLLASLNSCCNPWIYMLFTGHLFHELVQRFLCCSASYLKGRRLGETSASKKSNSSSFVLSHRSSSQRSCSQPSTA
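Assay system: CHO cell line stably expressing human OTR. Reagent: EC15 oxytocin agonist. Dosing: single dose, 3.0 µM nominal final compound concentration. Timing: compound 6 min at room temperature before oxytocin, 100 s read. Signal: kinetic Fluo-8 calcium fluorescence. Controls: oxytocin EC15 low and EC100 high.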
MEKK2 mut-MEK5 – signal of MEK5 binding to mutant human MEKK2 PB1 domain | bead flow cytometry, Alexa488-MEK5 binding to MEKK2 mutant | percent response, % at 10 µM | hit rate 0.35% among 290,000 | AID 1530; in the data active = percent response above about 24%, passing the limit was not always enough; also: inactives centre near 1; some results filed as inactive read as strong as hits
V1R ag counter – activates human V1a receptor in oxytocin agonist counter-screen; P37288; CHO-V1R cells, Fluo-8 calcium fluorescence, agonist mode; 0% DMSO, 100% 3 nM vasopressin; activation, % at 3 µM; hit rate 0.25% among 320,000; AID 2797;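 active = activation above the mean activation of all tested compounds plus 3 SD, per screening run, cut at about 20% in these data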;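 also: signal is peak over basal fluorescence ratio across a 100 second FLIPR read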
Target sequence (P37288 whole entry, looked up): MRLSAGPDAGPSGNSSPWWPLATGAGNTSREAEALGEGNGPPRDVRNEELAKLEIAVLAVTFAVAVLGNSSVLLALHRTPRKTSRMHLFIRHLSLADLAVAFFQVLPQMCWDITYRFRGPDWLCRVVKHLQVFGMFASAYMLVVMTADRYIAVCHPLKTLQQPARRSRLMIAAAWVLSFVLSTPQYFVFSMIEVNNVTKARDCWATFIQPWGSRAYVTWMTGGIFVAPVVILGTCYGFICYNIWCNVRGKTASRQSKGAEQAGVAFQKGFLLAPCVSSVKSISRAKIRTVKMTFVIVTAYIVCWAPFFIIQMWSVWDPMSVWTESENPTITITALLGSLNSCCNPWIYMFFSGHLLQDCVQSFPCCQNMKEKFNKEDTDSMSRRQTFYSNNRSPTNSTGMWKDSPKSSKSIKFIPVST
GPR7 antagonist – antagonists of human GPR7 (neuropeptides B/W receptor 1); AID 1861; inhibition, % at 4.4 µM; GPR7-expressing cells, fluorescence antagonist assay; hit rate 1.1% among 290,000; P48145; in the data active = inhibition above about 16%, passing the limit was not always enough;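 also: cells stimulated with the agonist NPW; 0% = agonist with vehicle and 100% = vehicle without agonist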
OXTR agonist – agonists of human oxytocin receptor | CHO-OTR cells, Fluo-8 calcium fluorescence; normalized: DMSO 0%, oxytocin 100% | activation, % at 3 µM | hit rate 0.32% among 320,000 | AID 2435;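 active = activation above the mean of all tested compounds plus 3 SD, cutoff set per screening run, cut at about 20% in these data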;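 also: peak over basal fluorescence ratio from a 100 s FLIPR kinetic read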
GalR3 antag – human GalR3 antagonism; O60755; HEK293 GalR3-CNG cAMP membrane potential fluorescence; galR3 body fused to GalR1 C-terminus; inhibition, % at 3 µM; hit rate 0.44% among 360,000; AID 651719;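 active = inhibition above the screen-wide average plus 3 SD, cut at about 13% in these data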;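 also: forskolin and galanin both at EC90 stimulate the cells; cAMP rise reported by CNG channel membrane potential dye signal; 0% = forskolin plus galanin with DMSO and 100% = forskolin alone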
Target sequence (O60755 1-299 limits assumed): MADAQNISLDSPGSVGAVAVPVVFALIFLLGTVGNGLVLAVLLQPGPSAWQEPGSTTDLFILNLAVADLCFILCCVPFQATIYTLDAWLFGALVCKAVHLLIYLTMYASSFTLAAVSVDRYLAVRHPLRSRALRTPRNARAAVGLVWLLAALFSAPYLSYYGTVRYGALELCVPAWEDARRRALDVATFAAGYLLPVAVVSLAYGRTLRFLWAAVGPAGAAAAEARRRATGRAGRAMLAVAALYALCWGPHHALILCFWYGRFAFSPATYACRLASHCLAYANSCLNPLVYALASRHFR
NALP1 inh – blocks the NALP1 inflammasome reconstituted in yeast; hit rate 0.61% among 280,000; inhibition, % at 10 µM; S. cerevisiae NALP1/ASC/caspase-1 growth, X-gal OD620, 72 h; in the data active = inhibition mostly above about 24%, no sharp cut-off; inactive = mostly below about 32%; also: some compounds called inactive have numbers as strong as hits
Starred values were filed as active, the others as inactive; . = not tested or not shown; & = joins results of further samples.

Results follow in this order: M18AAP inhibitor	MEKK2 WT-MEK5	OXTR potentiator	MEKK2 mut-MEK5	V1R ag counter	GPR7 antagonist	OXTR agonist	GalR3 antag	NALP1 inh
- CCOC(=O)C1=C(c2ccccc2)NC(SCC(=O)Nc2ccccc2C)=C(C#N)C1c1ccco1 (configuration not stated)
    7	91	-4	-6	1.3	-14	1.1	-5	23
- Cc1ccc(-n2ncc3c(=O)n(CC(=O)NC4CCCCC4)cnc32)cc1
    4	100	-5	1	-0.3	0	-2.0	1	7
- c1ccc(COn2nnc3ccccc32)c(COn2nnc3ccccc32)c1
    -18	103	-15	6	0.9	-3	3.1	-7	10
- COc1ccc(C(=O)N2CC(=O)Nc3ccc(F)cc3C2c2ccccc2)cc1 (configuration not stated)
    -4	99	.	2	.	-10	.	-8	3
- Cc1cc(C(C)(C)C)ccc1OCCOCCN1CCCC1
    6	110	-10	1	6.4	-3	4.2	-1	39
- COc1cccc(/C=C2\SC(=S)N(CCC(=O)N3CCCCC3)C2=O)c1
    -5	99	1	-3	-1.0	-24	-0.3	-3	15
- CCc1ccccc1N1CN(Cc2cccnc2)CNC1=S
    -11	100	1	0	6.6	-11	1.4	-4	10
- Cc1cc(C(=O)Nc2cccc3ccccc23)c(C)o1
    -7	96	-5	0	-0.1	-13	-1.2	-10	16
- CN(C)/C=C/C(=O)c1ccc(Oc2ccccc2)cc1
    5	84	-23	-5	0.2	-2	-1.2	-3	2
- Cn1nc(-c2ccccc2)c(-c2nc(-c3ccc(Cl)cc3)no2)c1Cl
    3	98	-3	-1	0.5	1	0.9	-3	50
- COc1ccc(C(=O)NCc2ccccc2)cc1Br
    -3	98	-9	0	0.7	9	-2.5	-3	31
- OC1C(O)C(O)C(O)C(O)C1O (configuration not stated)
    .	.	-8&-19&-4	.	0.3&-0.4&0.1	.	0.3&0.0&-0.2	-2&-2	.
- CN(CCCN1CCOCC1)C(=O)c1cc(COc2ccc(F)cc2F)on1
    2	100	-7	0	2.1	-9	1.9	-2	23
- CCOc1ccc(S(=O)(=O)NCCC(=O)NCC(c2ccccc2OC)N2CCCC2)cc1 (configuration not stated)
    2	102	.	-3	.	-7	.	-1	24
- C[C@H]1C=C(C(=O)NC2CC2)O[C@@H](OCc2ccc(CO)cc2)C1
    .	93	-7	1	1.4	.	0.3	-2	.
- C=CCn1c(=NC(=O)c2ccc(S(=O)(=O)N3CCCC3)cc2)sc2cc(NC(C)=O)ccc21
    4	101	-1	-1	1.1	-9	1.2	-7	37
- CCN(C(=O)CSc1nnnn1-c1ccccc1OC)C1CCS(=O)(=O)C1 (configuration not stated)
    .	.	-2	.	-0.2	.	-0.5	1	.
- CCN(CC(=O)Nc1c(F)cccc1F)C(=O)Cc1c(C)nc2ccccc2c1C
    .	.	-6	.	0.0	.	-1.4	-5	.
- CCOc1ccc(-n2cc(C(=O)NC(C)C)c3cc(OC)c(OC)cc3c2=O)cc1
    -12	98	-15	-2	-0.4	-8	-0.1	-3	15
- COc1ccccc1C(=O)O/N=C(\N)c1ccccc1Cl
    -4	99	-6	-2	-0.7	-10	-0.2	-5	31
- CSc1nc(N(C)NC(=O)c2ccccc2)c2ccccc2n1
    -4	105	-4	12	0.2	1	-0.9	3	35
- CC(OC(=O)CC1CCCCC1)C(=O)Nc1ccc(S(N)(=O)=O)cc1 (configuration not stated)
    .	.	-1	.	1.8	.	2.4	2	.
- CC(C)CC1NC(=O)c2ccccc2-n2c1nc1ccc(Cl)cc1c2=O (configuration not stated)
    .	.	-3	.	-1.1	.	-2.2	4	.
- Cc1ccc(C(=O)NCCCn2ccnc2)cn1
    0	101	-5	0	0.8	-7	1.2	.	9
- Cc1ccc(NC(=O)C(Cc2ccccc2)NC(=O)c2ccco2)cc1 (configuration not stated)
    5	93	-6	-2	-0.9	-8	-1.6	-5	0
- COC(=O)C1=C2SCC(=O)N2C(N)=C(C#N)C1
    27	91	-3	-5	0.7	-10	-0.4	-4	2
- O=C(COC(=O)C1(c2ccc(F)cc2)CCCC1)N1CCc2ccccc21
    -5	100	-12	-3	5.5	15	4.7	-5	25
- COc1cc(OC)c(C(=O)N2CCCC2)cc1OC
    -4	92	-6	-10	0.4	-9	-0.7	-5	10
- Cc1ccc(CNC(=O)CNC(=O)[C@@H]2Cc3ccccc3CN2)cc1
    -9	100	-4	-3	1.6	-2	-0.9	-3	35
- Cc1ccc(-c2ccc(C(=O)O)c(C)n2)cc1
    -3	106	8	1	1.5	-10	0.4	-1	25

(further entries)
Results follow in this order: M18AAP inhibitor	MEKK2 WT-MEK5	OXTR potentiator	MEKK2 mut-MEK5	V1R ag counter	GPR7 antagonist	OXTR agonist	GalR3 antag	NALP1 inh
- Cc1cc[n+](Cc2ccc([N+](=O)[O-])cc2)cc1
    -4	95	9	-8	1.0	-5	0.9	-1	24
- CS(=O)(=O)N1CCc2cc(-c3csc(NCC4CCCO4)n3)ccc21 (configuration not stated)
    -9	91	-6	4	-0.7	11	-0.1	1	.
- COc1ccc2oc(=O)c(C(=O)N3CCCC3)cc2c1
    2	94	-7	0	0.5	-4	-0.5	2	13
- CCN(c1ccc(NC(=O)COC(=O)CCC(=O)c2ccc(F)cc2)cc1)C(C)C
    11	118	-3	4	0.6	-13	-0.5	7	18
- COc1cccc(/C=N/Nc2nnc(C)n2N)c1OCc1ccccc1Cl
    41*	90	-5	-6	-0.3	-1	-1.5	-2	15
- Cc1ccnc(NS(=O)(=O)c2ccc(NC(=O)c3ccc(S(=O)(=O)N(C)C)cc3)cc2)n1
    0	96	1	-2	-0.1	-10	0.5	-6	11
- CCOC(=O)c1sc(NC(=O)c2ccncc2)nc1C
    -4	97	-13	2	-0.1	-3	0.0	2	-3
- O=C(c1cc(COc2c(F)cccc2F)on1)N1CCCCCC1
    0	103	-14	3	1.1	-4	-0.6	-2	14
- CCCCc1c(O)nc2sc3cc(OC)ccc3n2c1=O
    0	105	-8	4	-0.1	-10	0.9	-2	-6
- CCNC(=O)[C@H]1O[C@@H](n2cnc3c(N)nc(NCCc4ccc(CCC(=O)O)cc4)nc32)[C@H](O)[C@@H]1O
    .	107	-12	2	0.6	.	0.2	-3	-3
- O=C(Nc1ccc(S(=O)(=O)N2CCCC2)cc1)c1cnccn1
    1	79	-5	-11	3.0	2	1.9	-3	-4
- CCOC(=O)CN(C)S(=O)(=O)c1ccc(-c2cc(C(=O)OC)sc2C(F)(F)F)cc1
    2	133	-10	26	1.6	-1	1.3	-1	25
- C[C@@H](C(=O)NC1CCCCC1)N1C(=O)N2CCc3c([nH]c4ccccc34)[C@@]2(C)C1=O
    -2	100	0	1	-1.1	9	-0.7	-8	2
- Oc1[nH]c2ccccc2c1N=Nc1nc2ccccc2s1
    -1	.	-2	.	0.4	-6	0.9	-1	11
- CCCc1cc(=O)[nH]c(SCC(=O)Nc2c(C)n(C)n(-c3ccccc3)c2=O)n1
    .	.	-2	.	0.1	.	1.4	0	.
- CCC(C(=O)NCC1CCCO1)n1nc(C)c2sc3ccccc3c2c1=O (configuration not stated)
    -5	97	-4	2	0.8	-6	-0.7	3	-2
- CC1=NN(c2cccc(Cl)c2)C(=O)C12CC(C)=C(C)CS2 (configuration not stated)
    -5	.	-25	.	0.2	7	-2.3	-3	5
- Cc1nn(CCCC(=O)Nc2cc(Oc3ccccc3)cc([N+](=O)[O-])c2)c(C)c1[N+](=O)[O-]
    2	107	-14	6	6.4	-2	8.6	-8	20
- O=C(O)c1cc(N/N=C/c2ccc(N3CCOCC3)cc2)ccc1Cl
    -7	110	-3	14	0.6	-20	0.3	-4	.
- CCOc1ccc(C(=O)OCC(=O)Nc2nc(OC)cc(OC)n2)cc1OCC
    -19	94	4	0	0.1	5	0.6	-3	9
- Cc1cccc(Oc2ccccc2N)c1
    -6	103	-2	2	-1.1	1	-0.9	.	16
- COc1ccc(C)cc1S(=O)(=O)N(CC(=O)N1CCOCC1)c1cc(C)cc(C)c1
    0	104	-14	8	0.9	-9	-0.2	-2	2
- CCCCOc1ccc(/C=C/C(=O)OCC(=O)NC2CCS(=O)(=O)C2)cc1OCC (configuration not stated)
    .	.	8	.	-0.7	.	-0.1	0	.
- O=C(Nc1ccc(S(=O)(=O)N2CCN(c3ccccc3)CC2)cc1)c1cccs1
    -3	109	-6	5	0.8	2	0.3	1	19
- COc1ccc(CCN2CC(C(=O)NCc3cc(C(C)C)no3)CCC2=O)cc1 (configuration not stated)
    -7	101	.	3	.	-14	.	3	-6
- Cc1ccc2cc(CN(C(=O)c3cccs3)c3ccccc3)c(=O)[nH]c2c1
    1	95	-7	1	0.0	4	0.8	-2	-6
- Cc1sc(NC(=O)c2ccccc2)c(C(c2ccc(Cl)cc2)N2CCN(CCO)CC2)c1C (configuration not stated)
    -3	104	-4	0	1.3	-8	3.4	-7	17
- Cc1ccc(-c2noc(C3CCN(S(C)(=O)=O)CC3)n2)o1
    7	98	-1	1	0.8	-9	0.9	-5	8
- Cc1ccc(-c2[nH]nc(N)c2N=Nc2ccccc2C)cc1
    3	113	-7	0	-0.2	-29	1.0	-2	0
- CCN(CC)CCOC(=O)C1c2ccccc2Oc2ccccc21
    8	107	-10	3	-0.9	-7	0.0	.	4

(list continues)
Results follow in this order: M18AAP inhibitor	MEKK2 WT-MEK5	OXTR potentiator	MEKK2 mut-MEK5	V1R ag counter	GPR7 antagonist	OXTR agonist	GalR3 antag	NALP1 inh
- CCN(CC)C(=O)CSCC(=O)Nc1ccccc1
    0	103	3	3	-0.6	-16	-0.5	3	-2
- COc1ccc(NC(=O)CCCC(=O)O)cc1Cl
    -17	96	4	2	0.8	-3	3.4	-5	-24
- COc1ccccc1-c1c(C)nn2c(-c3ccccc3)cc(C)nc12
    -1	94	-4	-5	-2.0	-19	-2.6	7	.
- CCN1CCN(c2ccc(S(=O)(=O)N3CCOCC3)cc2NC(=O)c2ccccc2OC(F)F)CC1
    .	.	-8	.	11	.	1.1	-5	.
- Cc1ccc(O)c(C(=O)c2cc(C#N)c(=O)n(-c3c(C)n(C)n(-c4ccccc4)c3=O)c2)c1
    6	98	-1	9	2.0	-1	1.5	-8	6
- COCCN(C(=O)CCC(=O)Nc1nccs1)C(C(=O)NCCC(C)C)c1ccc(OC)cc1 (configuration not stated)
    0	104	-18	2	-0.3	-2	-0.8	-7	-8
- Clc1ccccc1-c1ccc2ncnc(NCc3cccs3)c2c1
    .	.	-7	.	1.0	.	0.4	-4	.
- Nc1nc(CSCCO)nc(Nc2ccccc2)n1
    0	111	-6	9	0.0	-7	0.7	-2	8
- CN(C)c1nc(N)nc(CSc2ncc(Cl)cc2Cl)n1
    -8	102	-4	2	0.2	-10	-1.4	-5	20
- O=C(Nc1ccc(S(=O)(=O)Nc2nccs2)cc1)c1ccccc1OC(F)F
    .	.	1	.	13	.	0.0	-4	.
- COc1ccccc1C(=O)Nc1c(-c2ccccc2)nc2ccccn12
    -3	100	0	2	1.3	-11	-2.0	-6	-6
- Cc1ccccc1N=C/C=C1/C=C(c2ccccc2)OC(C)(C)O1
    -5	101	-6	2	-1.4	-4	-1.9	-7	-74
- CC1CCCN(C(=O)C2CCC(CNc3c(N4CCCCC4)c(=O)c3=O)CC2)C1 (configuration not stated)
    -1	95	-3	-9	-0.4	-4	-0.6	-1	.
- O=c1c2ccccc2nc2c3ccccc3c(NCc3ccccn3)nn12
    -8	96	-12	-8	-0.4	-6	-0.6	-2	-2
